Screening results as filed in PubChem.
LYP phosphatase = inhibitors of LYP phosphatase, biochemical, fluorescence intensity, uHTS (AID 1779); recombinant LYP phosphatase, fluorescence intensity; higher % means a stronger effect; inhibition, % at 11.5 µM; hits with a dose series show IC50 in µM; 290,000 compounds, 0.054% hits;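 further: plate controls were vehicle with enzyme for no effect and no enzyme for full effect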
HIV fusion peptide = inhibitors of HIV fusion peptide binding, primary screen, biochemical, uHTS, fluorescence dequenching (AID 1986); 290,000 compounds, 0.3% hits; one-dose inhibition, % at 20 µM; IC50 in µM for titrated hits; cell-free peptide binding, fluorescence dequenching, 30 min; higher % means a stronger effect; in the data active means inhibition mostly above about 52%, no sharp cut-off; inactive means mostly below about 76%; further: some results filed as inactive read as strong as hits
Salmonella PhoP GFP = inhibitors of PhoP regulon expression, primary screen, Salmonella Typhimurium, GFP reporter (AID 1863); S. Typhimurium PhoP-regulated promoter GFP reporter, 4 h; higher % means a stronger effect; inhibition, % at 50 µM; hits with a dose series show IC50 in µM; 300,000 compounds, 0.16% hits;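 active means inhibition over 29.93%, a cutoff 3 SD above the screen mean, later confirmed by dose response; inconclusive means inhibition over 29.93% but no dose response follow-up; inactive means inhibition at most 29.93% or unconfirmed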;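 further: 0% = low Mg2+ inducing control and 100% = high Mg2+ repressing control; strong numbers were not always called active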
NOD1 NF-kB reporter = NOD1 signaling inhibitors, primary screen, cell-based, luminescence, uHTS (AID 1578) | NOD1-driven NF-kB luciferase reporter cells, luminescence; higher % means a stronger effect | inhibition, % at 4 µM; hits with a dose series show EC50 in µM | 290,000 compounds, 1% hits; in the data active means inhibition mostly above about 36%, no sharp cut-off; inactive means mostly below about 34%;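 further: HEK-293T reporter cells stimulated with the NOD1 agonist gamma-tri-DAP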
KOR beta-arrestin-1 = kappa opioid receptor activators – cell-based, luminescence, uHTS, primary screen (AID 1777) | KOR beta-arrestin recruitment, luminescence; higher % means a stronger effect | activation, % at 10 µM; hits with a dose series show EC50 in µM | 280,000 compounds, 0.02% hits; in the data active means activation above about 50%, passing the limit was not always enough; further: a part of the inactive calls stands beside numbers as strong as those of hits
KOR beta-arrestin-2 = KOR antagonists, beta-arrestin recruitment, cell-based, luminescence, uHTS (AID 1778); inhibition, % at 10 µM; hits with a dose series show IC50 in µM; 290,000 compounds, 0.091% hits; KOR beta-arrestin recruitment, luminescence, antagonist mode; higher % means a stronger effect; further: strong numbers were not always called active
SIAH1 antagonists = Siah-1 peptide-binding antagonists, primary screen, biochemical, fluorescence polarization, rhodamine-plectin, uHTS (AID 1817) | Siah-1 / rhodamine-plectin peptide fluorescence polarization; higher % means a stronger effect | one-dose displacement, % at 20 µM; IC50 in µM for titrated hits | 290,000 compounds, 0.02% hits;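 active means displacement of at least 50% at 20 µM, with a fluorescence ratio check between 0.3 and a set limit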;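 further: plate controls were Siah plus tracer with DMSO for no effect and tracer alone without Siah for full effect; strong numbers were not always called active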
Myeloid diff 2 = myeloid differentiation induction; ER-HoxA9 myeloid progenitors, lysozyme-GFP differentiation, flow cytometry; calls only at 10 µM; 360,000 compounds, 1% hits; AID 624256;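 active means normalized GFP-positive differentiation at or above the plate's own cutoff, the solvent-only control mean plus 3 SD; inconclusive means no clear call, values can overlap the other calls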;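 further: cells exposed to compound for four days before flow analysis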
HEK293 NOD2/NF-kB = inhibition of NOD2-driven NF-kB reporter – cell-based, luminescence, uHTS, HEK293 (AID 1566); HEK293 NOD2/NF-kB luciferase reporter, luminescence; higher % means a stronger effect; inhibition, % at 4 µM, or EC50 in µM where a hit was titrated; 290,000 compounds, 0.63% hits; further: many of its hits are not listed in these tables
Myeloid diff 2 GFP+ MAC1+ % = second read-out of Myeloid diff 2, no call of its own (marks repeat the call); GFP+ MAC1+ double positive, %; measured here: differentiation confirmed by MAC1 staining
Starred values were filed as active, the others as inactive; i = inactive; ? = inconclusive; . = no result given; [ ] = another dose, or the depositor's remark. Unless noted, no stated cut-off is given here; in the data, active means inhibition above about 50%; inactive means the rest.

Molecule | LYP phosphatase | HIV fusion peptide | Salmonella PhoP GFP | NOD1 NF-kB reporter | KOR beta-arrestin-1 | KOR beta-arrestin-2 | SIAH1 antagonists | Myeloid diff 2 | Myeloid diff 2 GFP+ MAC1+ % | HEK293 NOD2/NF-kB
COc1ccc(N(C(=O)CCC(=O)Nc2cc(C)on2)C(C(=O)NC2CCCC2)c2ccco2)cc1 (stereo not drawn) | -4% | -1.1% | 4% | -30% | -5.2% | 19% | 8% | i | 0.3 | 18%
COC(=O)c1ccccc1NC(=O)CN(c1c(C)cccc1C)S(C)(=O)=O | 6% | 2.6% | -8% | 12% | 1.6% | -29%[20 µM] | 5% | i | 1.0 | -3%
COc1cc(C)c(S(=O)(=O)NCc2ccc3c(c2)OCO3)cc1C | -3% | -0.7% | 4% | 8% | -3.7% | -15% | 2% | i | 2.8 | 7%
COc1ccc(C(=O)Nc2nc(-c3ccc(S(=O)(=O)N4CCOCC4)cc3)cs2)cc1 | 3% | 0.2% | -6% | 34% | -2.1% | -32% | 2% | i | 1.8 | 32%
Cc1cccc(OCc2nnc(SC(C)C(=O)O)n2Cc2ccccc2)c1 (stereo not drawn) | -5% | 0.3% | . | -29% | -1.5% | -1% | 3% | i | 0.4 | 1%
Cc1cccc(-c2nsc(SCC(=O)Nc3ccc4c(c3)OCO4)n2)c1 | 3% | 0.8% | 9% | -28% | 2.0% | 10% | 8% | i | 0.5 | -106%
O=C(CC1C(=O)NCCN1Cc1c(F)cccc1Cl)NCCCOc1cccnc1 (stereo not drawn) | -5% | -0.1% | -3% | -16% | 6.0% | -6% | -1% | i | 1.6 | 14%
CCOC(=O)/C(=C/c1cn(C)c2ccccc12)NC(=O)c1ccccc1 | 4% | -0.7% | -7% | -8% | 1.0% | 2% | 2% | i | 0.5 | -5%
COC(=O)c1ccc[n+](CC(=O)Nc2ccc(OC(F)F)cc2)c1 | -4% | 1.3% | -3% | -21% | -1.6% | -9% | 3% | i | 0.7 | 12%
Cc1cccc(/C=N\NC(=O)c2ccccc2-n2cccc2)c1 | 2% | -1.1% | -5% | -36% | -1.9% | -20% | 6% | i | 0.5 | -2%
COc1ccc(N2CCN(C(c3nnnn3C3CCCC3)C(C)C)CC2)cc1 (stereo not drawn) | -9% | 0.3% | -3% | -22% | . | -27%[20 µM] | 7% | i | 0.9 | -26%
CCN(CC)C(=O)N1CCN(S(=O)(=O)c2c(C)cc(C)cc2C)CC1 | -3% | -0.8% | 2% | 18% | . | -33%[20 µM] | 2% | i | 0.9 | 20%
COc1ccc2oc(C(=O)OCC(=O)N(Cc3ccccc3)C(C)(C)C)c(C)c2c1 | 9% | 2.9% | -3% | -25% | 2.3% | -9% | 1% | i | 1.0 | -4%
CC(C)=NOc1nc(N(C)C)nc(N(C)C)n1 | -6% | -0.5% | 28% | -10% | 4.0% | 21% | 13% | i | 0.4 | 8%
NNC(=O)/C(=C\c1cccs1)NC(=O)c1ccccc1 | -7% | 0.6% | 5% | -16% | -0.5% | 33% | 6% | i | 0.0 | 10%
CCCN1CCc2c(sc(NC(=O)Cc3ccc(F)cc3)c2C(N)=O)C1 | -9% | 0.6% | 6% | -11% | -2.8% | -8% | 2% | i | 2.5 | 10%
CCCCn1c(-c2csc3c2CCC(C)C3)n[nH]c1=S (stereo not drawn) | -3% | -0.5% | 0% | -5% | 1.0% | -51% | -2% | i | 6.0 | 14%
COc1ccccc1CNC(=O)COC(=O)Cn1cnc2ccccc21 | -6% | -1.2% | 2% | -8% | -2.9% | 1% | -4% | i | 0.7 | 22%
Cc1ccc2nc(N(CCCN(C)C)C(=O)c3ccc(S(=O)(=O)N4CCOCC4)cc3)sc2c1 | -9% | 1.5% | -4% | -41% | -0.3% | -8% | 2% | i | 4.1 | -2%
N=c1c(S(=O)(=O)c2ccc(Br)cc2)cc2c(=O)n3ccccc3nc2n1Cc1ccco1 | -10% | 35% | 0% | 10% | 2.3% | -3% | 19% | i | 2.3 | -28%
N#Cc1cn(-c2ccccc2)nc1C(=O)c1ccccc1 | -2% | 0.0% | -6% | -36% | -2.6% | -3% | 2% | ? | . | -5%
Cc1cc(=S)nc(-c2ccccn2)[nH]1 | -9% | -0.9% | 2% | 1% | . | -18% | -3% | i | 0.6 | -10%
O=C(CCCC(=O)OCC(=O)NC1CCCC1)Nc1ccccn1 | -2% | -0.2% | 7% | -1% | 4.9% | 12% | 0% | i | 2.3 | 4%
Cc1cc(SCc2cc(=O)[nH]c3ccccc23)nc2ccccc12 | -2% | 2.9% | 18% | -9% | -3.3% | -3% | 3% | i | 1.9 | 2%
Cc1cc(N2CCN(C(c3ccccc3)c3ccc(Cl)cc3)CC2)n2ncnc2n1 (stereo not drawn) | 4% | 0.4% | 4% | 0% | -0.9% | 7% | -3% | i | 0.4 | 7%
COc1cc(OC)c(C(=O)/C=C/c2ccccc2)c(O)c1O | 3% | 9.6% | 8% | 21% | -4.5% | 33% | 0% | i | 3.6 | -59%
O=C(Oc1ccc(/C=N/Nc2nc(N3CCCCC3)nc(N3CCCCC3)n2)cc1)c1ccco1 | -2% | -0.4% | -1% | -16% | . | -47%[20 µM] | -2% | i | 0.4 | 2%
COc1ccc(CCN(C)C(=O)Cc2ccc(-c3ccccc3)cc2)cc1OC | -2% | -1.2% | 4% | 56% | 1.3% | -58% | -4% | i | 0.6 | 36%
COc1ccccc1N(CC(O)CN(c1ccccc1)S(C)(=O)=O)S(=O)(=O)c1ccccc1 (stereo not drawn) | -1% | -2.1% | -8% | -11% | -1.4% | 2% | -2% | i | 1.7 | 2%
COc1ccc(NC(=O)NN(C(=O)c2ccccc2)C(C)(C)C)cc1 | -3% | 2.0% | -4% | -27% | -1.7% | . | -1% | i | 0.2 | 2%

Compound profiles (already shown):
`COc1ccc(NC(=O)NN(C(=O)c2ccccc2)C(C)(C)C)cc1` across the screens: LYP phosphatase = -3%; HIV fusion peptide = 2.0%; Salmonella PhoP GFP = -4%; NOD1 NF-kB reporter = -27%; KOR beta-arrestin-1 = -1.7%; KOR beta-arrestin-2 = .; SIAH1 antagonists = -1%; Myeloid diff 2 = i; Myeloid diff 2 GFP+ MAC1+ % = 0.2; HEK293 NOD2/NF-kB = 2%
`COc1cc(C)c(S(=O)(=O)NCc2ccc3c(c2)OCO3)cc1C` across the screens: LYP phosphatase = -3%; HIV fusion peptide = -0.7%; Salmonella PhoP GFP = 4%; NOD1 NF-kB reporter = 8%; KOR beta-arrestin-1 = -3.7%; KOR beta-arrestin-2 = -15%; SIAH1 antagonists = 2%; Myeloid diff 2 = i; Myeloid diff 2 GFP+ MAC1+ % = 2.8; HEK293 NOD2/NF-kB = 7%

Next part:
Fields: LYP phosphatase	HIV fusion peptide	Salmonella PhoP GFP	NOD1 NF-kB reporter	KOR beta-arrestin-1	KOR beta-arrestin-2	SIAH1 antagonists	Myeloid diff 2	Myeloid diff 2 GFP+ MAC1+ %	HEK293 NOD2/NF-kB
Cn1c(SCC(=O)Nc2ccc3cn[nH]c3c2)nnc1-c1cnccn1
    -6%	5.5%	-4%	-2%	-6.7%	-21%	2%	i	2.0	-6%
O=C(NN=C1c2ccccc2-c2ccccc21)c1ccccc1Br
    -2%	-5.7%	5%	.	-3.3%	21%	-2%	i	12	6%
CC(C)(C)C(=O)NC1CCN(C(=O)N2CCCC2)CC1
    -2%	-0.8%	-9%	-21%	-3.7%	29%	0%	i	0.8	3%
Fc1cccc(F)c1/C=N/N1CCOCC1
    -7%	-1.2%	4%	-11%	-0.3%	-13%	9%	i	0.4	2%
O=C1c2ccccc2C(=O)N1CCCc1nc(-c2ccc(Cl)cc2)no1
    -5%	-2.0%	6%	1%	-3.7%	16%	1%	i	2.6	10%
CNC(=S)NNc1nc(C)cc(C)n1
    -6%	-1.2%	-1%	-25%	-8.9%	7%	3%	i	0.1	12%
O=C(NNC(=O)C1CC1c1ccccc1)c1ccccc1F (stereo not drawn)
    -9%	-0.7%	3%	-28%	-7.3%	25%[20 µM]	5%	i	0.5	-1%
N/C(=N\OC(=O)COc1ccc([N+](=O)[O-])cc1)c1ccncc1
    -3%	-0.5%	2%	-21%	-2.8%	-11%	0%	i	0.3	16%
COc1cc(NC(=O)COc2ccc(-n3cnnn3)cc2)c(OC)cc1Cl
    3%	-1.0%	-2%	-24%	2.2%	-14%	-1%	i	2.6	1%
CSCCC(N=C(NS(=O)(=O)c1ccc(Br)cc1)c1ccccc1)C(=O)O (stereo not drawn)
    -4%	1.5%	1%	-24%	-3.1%	19%	11%	i	0.8	10%
O=C1c2cccc3cccc(c23)C(=O)N1CC1CCN(CC(O)COCc2ccc3c(c2)OCO3)CC1 (stereo not drawn)
    -1%	-1.3%	5%	-20%	-0.2%	47%	-5%	i	1.1	-36%
Cn1c(C(=O)NC2CCCC2)cc2c(=O)n(C)c3ccccc3c21
    -4%	-1.3%	4%	-10%	1.9%	0%	-5%	i	1.7	14%
Cc1ccc(Cl)cc1N1CCN(C(c2cccnc2)c2nnnn2C2CCCCC2)CC1 (stereo not drawn)
    4%	0.6%	4%	2%	2.9%	8%	-2%	i	1.3	-8%
O=C(O)c1cccc(N2C(=O)C3CC=CCC3C2=O)c1 (stereo not drawn)
    -7%	-1.0%	-9%	-28%	-1.1%	-22%	-3%	i	5.1	11%
COc1ccc(S(=O)(=O)NCC(=O)N(CC(=O)NCc2ccco2)Cc2ccc(F)cc2)cc1
    -4%	-0.4%	6%	-40%	-2.2%	-6%	1%	i	1.9	1%
CCOc1cc(C(=O)NC(=S)Nn2cnnc2)cc(OCC)c1OCC
    1%	-1.4%	5%	-23%	-5.2%	30%	0%	i	0.8	-5%

Some of these compounds in order of length of the SMILES, lowest first:
Fields: LYP phosphatase	HIV fusion peptide	Salmonella PhoP GFP	NOD1 NF-kB reporter	KOR beta-arrestin-1	KOR beta-arrestin-2	SIAH1 antagonists	Myeloid diff 2	Myeloid diff 2 GFP+ MAC1+ %	HEK293 NOD2/NF-kB
COC(=O)c1ccc[n+](CC(=O)Nc2ccc(OC(F)F)cc2)c1
    -4%	1.3%	-3%	-21%	-1.6%	-9%	3%	i	0.7	12%
Cc1cccc(-c2nsc(SCC(=O)Nc3ccc4c(c3)OCO4)n2)c1
    3%	0.8%	9%	-28%	2.0%	10%	8%	i	0.5	-106%
COc1ccc(CCN(C)C(=O)Cc2ccc(-c3ccccc3)cc2)cc1OC
    -2%	-1.2%	4%	56%	1.3%	-58%	-4%	i	0.6	36%
CCN(CC)C(=O)N1CCN(S(=O)(=O)c2c(C)cc(C)cc2C)CC1
    -3%	-0.8%	2%	18%	.	-33%[20 µM]	2%	i	0.9	20%
O=C(Oc1ccc(/C=N/Nc2nc(N3CCCCC3)nc(N3CCCCC3)n2)cc1)c1ccco1
    -2%	-0.4%	-1%	-16%	.	-47%[20 µM]	-2%	i	0.4	2%

Only part of the results is shown; count on the stated rates, not on these rows.
